EP2 antag – inhibitors of human EP2 prostaglandin E2 receptor. C6 glioma cells expressing human EP2, cAMP TR-FRET; cells stimulated with saturating PGE2. 0.52% of 260,000 active. AID 1422. P43116. inhibition, % at 25 µM;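 active = percent inhibition above 40 after rounding to a whole number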;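 note: rat C6 glioma host cells with rolipram phosphodiesterase inhibitor present; the protocol text gives 20 µM as final concentration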
Target sequence (P43116 whole entry, looked up): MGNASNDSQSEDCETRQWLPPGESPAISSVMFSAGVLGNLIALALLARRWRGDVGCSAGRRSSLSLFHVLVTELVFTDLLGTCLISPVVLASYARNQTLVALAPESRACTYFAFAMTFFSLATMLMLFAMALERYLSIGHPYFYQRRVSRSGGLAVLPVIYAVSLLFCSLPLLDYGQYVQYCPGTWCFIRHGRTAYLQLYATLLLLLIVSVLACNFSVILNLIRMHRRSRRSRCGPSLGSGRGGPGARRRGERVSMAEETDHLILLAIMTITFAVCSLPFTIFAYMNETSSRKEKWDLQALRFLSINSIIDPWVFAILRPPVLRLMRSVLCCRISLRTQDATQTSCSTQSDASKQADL
EP2 mod – modulators of human EP2 prostaglandin E2 receptor. P43116. induction, % at 25 µM. EP2-expressing cells, cAMP HTRF FRET, PGE2 co-stimulation. 0.83% of 260,000 active. AID 940;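 active = compounds whose cAMP rise, as percent of the full-agonist control response, exceeds 60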;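 note: rat C6 glioma line stably carrying human EP2 under a CMV promoter; the protocol text gives 20 µM as final concentration; 100% = response of wells given 1 µM PGE2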
* = called active by the depositor.

| Compound | EP2 antag | EP2 mod |
| --- | --- | --- |
| COc1ccc(C2(NCc3cccc(Oc4ncccn4)c3)CC2)cc1 | 4 | -36 |
| Cc1cc(S(=O)(=O)N2CCCC2)ccc1F | 8 | 11 |
| OC(CN1CCC2(CC1)CC(O)c1ccc3ccccc3c1O2)c1ccccc1 (configuration not stated) | 8 | -102 |
| CN(CCOc1ccccc1)C(=O)c1cnn(-c2ccc(F)cc2)c1 | 7 | -55 |
| O=C(COc1ncnc2ccccc12)N1CCC(C2CCCCC2)C1 (configuration not stated) | 5 | -53 |
| CCOC(=O)C1CCN(C(=O)c2cc3sccc3n2Cc2ccccc2)CC1 | 6 | -13 |
| C=CCC1(CC=C)CCN1C(=O)Cc1c(C)oc2c1C(=O)CC(C)(C)C2 | 6 | -30 |
| CCCC(c1nnnn1C1CCCCC1)N(Cc1cc2cccc(C)c2[nH]c1=O)C1CCCC1 (configuration not stated) | 4 | 42 |
| CCC(c1nnnn1Cc1ccco1)N1CCN(c2ccc(OC)cc2)CC1 (configuration not stated) | 10 | -5 |
| Cc1ccc(OCCCC(=O)Nc2nc(C)c(C)s2)cc1 | 6 | -15 |
| CCC(CN1CCOCC1)NC(=O)Cc1csc(-c2ccccn2)n1 (configuration not stated) | 3 | 14 |
| COc1ccc(C2(NC(=O)CCn3nc(C)cc3C)CCCCC2)cc1 | 4 | -47 |
| Cc1cc2nc(SCC(=O)Nc3ccccc3Cl)[nH]c2cc1C | 11 | -25 |
| CCn1c(SCC(=O)Nc2cccc(C(=O)O)c2)nnc1-c1ccco1 | 7 | 15 |
| Cc1cc(NC(=O)c2cc(S(=O)(=O)NC3CCCCC3)ccc2C)no1 | 9 | -37 |
| CCc1cc2cc3c(cc2nc1SCC(=O)Nc1ccc(C)cc1C)OCO3 | 32 | 20 |
| CCCOc1ccc(C2C3=C(CCCC3=O)NC3=C2C(=O)CCC3)cc1Cl | 7 | 7 |
| CCC(C)NC(=O)C1CCN(C(=O)c2cc(OC)cc(OC)c2)CC1 (configuration not stated) | 8 | 0 |
| CCN(Cc1cc2cc(C)ccc2[nH]c1=O)C(=O)c1ccc(F)cc1 | 10 | -21 |
| Cc1ccc(-n2cccc2CN(CCCn2ccnc2)Cc2ccc(C)o2)nc1 | 5 | 11 |
| CCC(CN1CCN(C)CC1)NC(=O)Cc1csc(-c2ccccc2F)n1 (configuration not stated) | 4 | -53 |
| CCOc1ccc2[nH]c3c(c2c1)CN(C(=O)C1C=CCN1S(C)(=O)=O)CC3 (configuration not stated) | 6 | -50 |
| COCCCN1C(=O)/C(=C\c2cccc(OC)c2O)C(C(=O)OC)=C1C | 15 | -28 |
| COC(=O)c1c(NC(=O)CSc2nnc3c(C)cc4ccccc4n23)sc(C(C)=O)c1C | 9 | 2 |
| COc1cccc(C2CC(C(F)(F)F)n3ncc(C(=O)N4CCCCCC4)c3N2)c1 (configuration not stated) | 11 | 5 |
| COc1ccc(C(=O)CSc2nc(C)nc3sc(C)c(C)c23)cc1 | 17 | 0 |
| O=C1CCN(Cc2ccccc2)CCN1CCc1noc(-c2ccccc2)n1 | 10 | -15 |
| CCOC(=O)c1c(C)c(C)n2c1NC(=O)C2 | 11 | 19 |
| O=C(CSc1nc(CCC2CCCC2)nc2ccccc12)N1CCCC1 | 11 | 43 |
| CCOc1ccc(C(c2nnnn2C(C)(C)C)N2CCN(CC)CC2)cc1 (configuration not stated) | 12 | 16 |
| O=C(Nc1cc(Cl)ccc1Cl)C1COc2ccccc2O1 (configuration not stated) | 15 | 27 |
| CCN(CC)CCN(Cc1cc2cc3c(cc2[nH]c1=O)OCO3)C(=O)Nc1ccc(C)cc1 | 11 | -43 |
| COc1ccc2c(c1)cc(C)c1nnc(SCc3ccccn3)n12 | 8 | -26 |
| Cc1cccc(C)c1NC(=O)CSc1nc2c(C)cccc2cc1C#N | 27 | 40 |
| COc1ccc(CN2CCN(C(=O)c3ccc(OC)c(OC)c3)CC2)cc1Br | 6 | -43 |
| CCc1nc2ccccc2n1C(C)C(=O)O (configuration not stated) | 11 | 16 |
| CCOC(=O)c1sc(NC(=S)NC(=O)c2ccc(OC(C)C)cc2)nc1C | 13 | 0 |
| CNc1nc(-c2ccc3c(c2)CCN3C(=O)C2CC2)c(C)s1 | 13 | -38 |
| CC(C)c1ccccc1NC(=O)CSc1nnc(CN2CCOCC2)n1C | 9 | 4 |
| CS(=O)(=O)N(CC(=O)N1CCCCC1)c1ccc(F)c(Cl)c1 | 9 | 15 |
| COc1ccc(CNC(=O)CN2C(=O)N3CCN=C3c3ccccc32)cc1 | 4 | -35 |
| C[n+]1ccccc1/C=C1\Sc2ccccc2N1CCCS(=O)(=O)[O-] | 10 | 17 |
| Cc1cccc(OCC(O)CN2CCN(Cc3ccnc(N4CCCC4)n3)CC2)c1 (configuration not stated) | 4 | -16 |
| COc1ccccc1C1(NC(=O)c2c(-c3ccncc3)noc2C)CCCC1 | 9 | -12 |
| O=C(NC1CCCCC1)C(c1ccccn1)N(Cc1ccc(F)cc1)C(=O)Cc1cccs1 (configuration not stated) | 9 | 6 |
| COc1ccc(Br)cc1S(=O)(=O)N1CCCc2ccccc21 | 11 | 30 |
| CCC(CC)c1nnc(NC(=O)COC)s1 | 7 | -18 |
| Cc1nnc(SCC(=O)O)n1-c1ccccc1 | 9 | 7 |
| COc1cccc(NCc2ccc(O)c3ncccc23)c1 | 17 | -16 |
| NC(N)=NC(N)=Nc1ccc(S(N)(=O)=O)cc1 | 12 | 24 |
| O=c1n(CCO)c(=O)n(CCCl)c(=O)n1CCO | 16 | -2 |
| CCOc1ccc(NC(=O)Cn2cc(C(=O)C3CC3)c3ccccc32)cc1 | 6 | 13 |
| O=C(Nc1nc2ccccc2o1)Nc1ccccc1Cl | 41* | -43 |
| C=CCn1c(C(C)NC(=O)c2ccccc2Cl)n[nH]c1=S (configuration not stated) | 5 | 17 |
| CC(=O)Nc1ccc(S(=O)(=O)N2CC=C[C@H]2C(=O)NCCc2ccccc2)cc1 | 7 | -48 |
| CCOc1ccc(-n2c(SCC(=O)Nc3cccc(F)c3)nnc2-c2cccnc2)cc1 | 23 | 10 |
| O=C(c1ccc(Cl)cc1)N1CCCC1 | 11 | 0 |
| COc1ccc(OC)c(S(=O)(=O)n2ccc(C)n2)c1 | 10 | -4 |
| CCOC(=O)c1ccc(NC(=O)COC(=O)c2cccs2)cc1 | 10 | 9 |
| CCC(/C=C/[C@@H](C)[C@H]1CCC2C3CC=C4C[C@@H](O)CC[C@]4(C)C3CC[C@@]21C)C(C)C (some centres not stated) | 6 | 14 |

2 of the compounds above, as labelled records.
> CCN(CC)CCN(Cc1cc2cc3c(cc2[nH]c1=O)OCO3)C(=O)Nc1ccc(C)cc1
  EP2 antag: 11; EP2 mod: -43
> O=C(Nc1nc2ccccc2o1)Nc1ccccc1Cl
  EP2 antag: 41*; EP2 mod: -43

Some of the entries above, reformatted.
Sequence of screens – EP2 antag | EP2 mod
CCC(CN1CCOCC1)NC(=O)Cc1csc(-c2ccccn2)n1 (configuration not stated)
→ 3 | 14
COc1ccc(C2(NC(=O)CCn3nc(C)cc3C)CCCCC2)cc1
→ 4 | -47
Cc1cc2nc(SCC(=O)Nc3ccccc3Cl)[nH]c2cc1C
→ 11 | -25
CCn1c(SCC(=O)Nc2cccc(C(=O)O)c2)nnc1-c1ccco1
→ 7 | 15
Cc1cc(NC(=O)c2cc(S(=O)(=O)NC3CCCCC3)ccc2C)no1
→ 9 | -37

More results follow.
| Compound | EP2 antag | EP2 mod |
| --- | --- | --- |
| Cc1nn(-c2ccc(S(=O)(=O)O)cc2)c(O)c1N=Nc1ccc(-c2ccc(N=Nc3ccc4c(S(=O)(=O)O)cc(S(=O)(=O)O)c(N)c4c3O)c(O)c2)cc1O.[Cu].[Cu] | 54* | 21 |
| CC(C)C(=O)Nc1ccc(C(=O)Nc2ccc(S(=O)(=O)Nc3ncccn3)cc2)cc1 | 5 | 23 |
| O=C(NCCNCc1cccc(F)c1)c1cccs1 | 12 | -22 |
| O[C@@H](COc1ccc(Cl)cc1Cl)CN1CCCC1 | 12 | 0 |
| COc1ccc(CCNC(=O)C2CC(c3cccc(Br)c3)=NO2)cc1OC (configuration not stated) | 10 | -47 |
| CCOc1ccc2[nH]c(=O)c(CN(Cc3ccccc3)Cc3nnnn3C3CCCC3)cc2c1 | 11 | -8 |
| O=C(Nc1cccc(Cl)c1)N1CCC(n2nnc3cc(C(F)(F)F)ccc32)CC1 | 10 | -55 |
| COc1ccc(C)cc1NC(=O)CSc1nnc2c(C)cc3cc(C)c(C)cc3n12 | 10 | 36 |
| O=C(NC1CCCC1)C(c1ccc(F)cc1)N(C(=O)c1csnn1)C1CC1 (configuration not stated) | 10 | -46 |
| CCSCCCC(=O)O | 12 | 28 |
| COc1ccc(C(=O)N(CCO)Cc2cc3cc(C)ccc3[nH]c2=O)cc1 | 7 | -11 |
| CCC(c1nnnn1C(C)(C)CC)N(Cc1ccccc1)Cc1cc2ccc(C)cc2[nH]c1=O (configuration not stated) | 13 | 32 |
| N#Cc1c(NC(=O)c2cc(-c3ccccc3Cl)on2)sc2c1CCCC2 | 12 | -22 |
| COc1ccc(NC(=O)/C=C/c2ccc(Cl)cc2)cc1 | 13 | -4 |
| CCOC(=O)N1CCOCCOCCN(C(=O)CC)CCOCC1 | 7 | -14 |
| Cc1cccc(Cn2c(SCC(O)CCl)nc3c2c(=O)[nH]c(=O)n3C)c1 (configuration not stated) | 10 | 15 |
| Cc1ccccc1C1(O)CCN(Cc2cn(CCCO)c3ccccc23)CC1 | 7 | -79 |
| COc1cc(C2Nc3cc(C)c(C)cc3NC3=C2C(=O)CC(C)(C)C3)cc(OC)c1O (configuration not stated) | 4 | -20 |
| O=c1[nH]c2cc3c(cc2cc1CN(C1CCCCC1)S(=O)(=O)c1ccc(Cl)cc1)OCCO3 | 16 | 11 |
| COc1ccc(NC(=O)Cn2nnc(-c3cccnc3)n2)c(OC)c1 | 13 | 12 |
| COCCNC(=O)Cn1nnc(-c2ccc(OC)cc2)n1 | 8 | 1 |
| CCOc1ccc2[nH]c(=O)c(CN(CCCO)C(CC)c3nnnn3CCOC)cc2c1 (configuration not stated) | 10 | -3 |
| CC(C)Oc1ccc(C(=O)Nc2ccc(N3CCOCC3)cc2)cc1 | 18 | -9 |
| CC1CCCCN1c1nc2c(c(=O)[nH]c(=O)n2C)n1CCCc1ccccc1 (configuration not stated) | 4 | 43 |
| C=CCn1c(N2CCC(C(=O)NCc3ccc(F)cc3)CC2)nc2ccccc21 | 9 | -57 |
| CC1CCN(S(=O)(=O)c2ccc(S(=O)(=O)N(CC(=O)Nc3ccccc3)C3CC3)cc2)CC1 | 11 | 18 |
| Cc1ccc(C(=O)Nc2nc3c(s2)C(=O)CC(C)(C)C3)cc1C | 20 | -62 |
| CCOc1ccc2[nH]c(=O)c(C(c3nnnn3C3CCCC3)N3CCC(O)CC3)cc2c1 (configuration not stated) | 11 | 10 |
| COc1cc(OC)cc(-c2nnc(SCC(=O)N3CCN(C(=O)c4ccco4)CC3)o2)c1 | 11 | -2 |
| CCC(=O)Nc1nc(C)c(C(=O)Nc2cccc(OC)c2)s1 | 10 | -67 |

Some of the entries so far, with values under each structure:
Below each compound – EP2 antag, EP2 mod
CC1CCCCN1c1nc2c(c(=O)[nH]c(=O)n2C)n1CCCc1ccccc1 (configuration not stated)
    4, 43
C=CCn1c(N2CCC(C(=O)NCc3ccc(F)cc3)CC2)nc2ccccc21
    9, -57
CC1CCN(S(=O)(=O)c2ccc(S(=O)(=O)N(CC(=O)Nc3ccccc3)C3CC3)cc2)CC1
    11, 18
Cc1ccc(C(=O)Nc2nc3c(s2)C(=O)CC(C)(C)C3)cc1C
    20, -62
CCOc1ccc2[nH]c(=O)c(C(c3nnnn3C3CCCC3)N3CCC(O)CC3)cc2c1 (configuration not stated)
    11, 10
COc1cc(OC)cc(-c2nnc(SCC(=O)N3CCN(C(=O)c4ccco4)CC3)o2)c1
    11, -2

(list continues)
| Compound | EP2 antag | EP2 mod |
| --- | --- | --- |
| CC(C)(C)NC(=O)CN(C(=O)CCC(=O)Nc1nccs1)c1ccc(F)c(Cl)c1 | 6 | -9 |
| CCn1c(CNc2ccccc2Cl)nnc1SCC(=O)Nc1cc(Cl)ccc1OC | 9 | -18 |
| COC(=O)c1cc2c(=O)n3cc(C)ccc3nc2n(CCc2ccccc2)c1=N | 9 | -5 |
| Nc1ncnc2c1ncn2C1C[C@H](O)[C@@H](CO)O1 (some centres not stated) | 7 | 6 |
| Cc1nn(CC(=O)NC(C)CCc2ccco2)c(=O)c2cc3ccsc3n12 (configuration not stated) | 7 | -15 |
| COc1ccc(CNC(=O)[C@H]2C=CCN2S(C)(=O)=O)cc1 | 6 | -19 |

Gathered by group: the compounds so far with bromine
| Compound | EP2 antag | EP2 mod |
| --- | --- | --- |
| COc1ccc(CN2CCN(C(=O)c3ccc(OC)c(OC)c3)CC2)cc1Br | 6 | -43 |
| COc1ccc(Br)cc1S(=O)(=O)N1CCCc2ccccc21 | 11 | 30 |
| COc1ccc(CCNC(=O)C2CC(c3cccc(Br)c3)=NO2)cc1OC (configuration not stated) | 10 | -47 |

These rows are one share of the data (hit frequency here may not be typical).
